TDP43 rescue = rescues yeast growth from TDP-43 toxicity | TDP-43 expressing yeast growth rescue, BacTiter-Glo, 24 h | Potency, µM (series often up to 46.1 µM), inactives show at the top dose growth rescue (activation), usual class: activators | 410,000 tested, 1.8% active | AID 652104; also: % of control where 0% means no effect; nearly all actives have a fitted effect of over 50% in size
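In this qHTS, compounds that restore growth of yeast expressing TDP-43 appear as activators. Cells (OD600=0.02, galactose medium, raffinose-pregrown) are incubated with compound 24 hr at 30 deg C and growth is quantified by BacTiter-Glo.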
GLP1R ag = GLP-1 receptor (human) agonism; HEK293 GLP-1R CRE-luciferase, luminescence, 4-6 h; cells express a hypersensitive GLP-1R form; Potency, µM (doses to about 45.6 µM), inactives show at the highest dose activation, usual class: activators; 380,000 tested, 0.007% active; AID 624172; also: % of control where 0% means no effect
Target sequence (P43220 whole entry, looked up): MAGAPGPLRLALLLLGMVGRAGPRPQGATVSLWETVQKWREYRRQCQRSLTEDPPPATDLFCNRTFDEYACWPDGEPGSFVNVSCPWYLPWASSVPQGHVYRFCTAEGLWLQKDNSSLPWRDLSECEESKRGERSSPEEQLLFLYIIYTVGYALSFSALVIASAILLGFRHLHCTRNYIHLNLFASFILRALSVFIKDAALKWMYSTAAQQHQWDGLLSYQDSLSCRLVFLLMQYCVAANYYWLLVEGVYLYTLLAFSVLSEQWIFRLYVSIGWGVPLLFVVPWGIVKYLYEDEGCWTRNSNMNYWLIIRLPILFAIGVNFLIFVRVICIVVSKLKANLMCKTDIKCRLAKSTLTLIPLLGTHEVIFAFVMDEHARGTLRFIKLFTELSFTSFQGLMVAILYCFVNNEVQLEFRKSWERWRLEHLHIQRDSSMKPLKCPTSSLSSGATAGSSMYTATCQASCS
HT1080 IDH1KD tx = kills HT-1080 cells with IDH1 knockdown; 360,000 tested, 2% active; Potency, µM (titrated, usually from 46.1 µM), without a hit: at the top dose activity, negative = toxicity, usual class: cytotoxic; HT-1080 IDH1 knockdown viability, ATP luminescence, 48 h;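 also: 0% = DMSO wells and -100% = cell-free medium wells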
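HT-1080-IDH1KD cells (IDH1 knocked down), 750/well in RPMI with 5% FBS, treated with compound 48 h at 37 degrees C. Viability by CellTiter-Glo luminescence, normalised to DMSO and no-cell wells; concentration-response curves classed.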
GLP1R cytotox = cytotoxicity counter-screen for GLP-1 receptor inverse agonists. HEK293 cAMP-luciferase reporter cells, luminescence, 24 h. Potency, µM (top dose mostly 38.3 µM), for the others: at the highest dose activity change, negative = inhibition, most hits filed as inhibitors. 410,000 tested, 0.13% active. AID 624418;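 also: loss of luciferase light is scored as toxicity; % is scaled to controls: 0 for no effect and ±100 for the full control effect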
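Quantitative HTS format, 1536 wells, 200 cells/uL seeded. Compounds: 23 nL, 24 h, 37 °C. Detection: luciferase reagent, luminescence at 12 min RT; decreased signal taken as cytotoxic.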
SW480 rereplic = DNA re-replication induction in SW480 cells. SW480 DNA re-replication, Hoechst DNA content imaging, 48 h. Potency, µM (doses to about 46.1 µM), without a hit: at the highest dose re-replication activation, usual class: activators. 340,000 tested, 1.8% active. AID 624297; also: % of control where 0% means no effect; nearly all actives have a fitted effect of over 55% in size
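Image-based read-out: total Hoechst fluorescence of nuclei (405 nm excitation, 500-530 nm emission), with hits raising the fraction of high-intensity nuclei. SW480 colon cells incubated 48 hr with compounds at 37 C.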
KB-3-1 cytotox = kills parental KB-3-1 adenocarcinoma cells | KB-3-1 viability, CellTiter-Glo ATP luminescence, 72 h | Potency, µM (titrated, usually from 46.1 µM), for inactives: at the highest dose activity change, negative = cytotoxic, hits mostly cytotoxic | 400,000 tested, 1.4% active | AID 1347075; also: % is scaled to controls: 0 for no effect and ±100 for the full control effect; nearly all actives have a fitted effect of over 60% in size
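Parental KB-3-1 viability, qHTS format: 72 h compound exposure, 37 °C; CellTiter-Glo; media-only wells and DMSO plates as controls; concentration-effect fits on corrected data.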
HT1080-NT tox = kills 2HG-producing HT-1080-NT fibrosarcoma cells; HT-1080-NT fibrosarcoma viability, CellTiter-Glo ATP luminescence, 48 h; Potency, µM (series often up to 46.1 µM), without a hit: top-dose activity, negative = less viability, usual class: cytotoxic; 360,000 tested, 1.6% active; AID 686970;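 also: NT is the 2HG producing partner of a matched IDH1 knockdown line; 0% = DMSO-treated cells and -100% = media-only wells without cells; nearly all actives have a fitted effect of over 55% in size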
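Read-out is CellTiter-Glo luminescence after 10 minutes at room temperature, following 48 hours' compound treatment of HT-1080-NT cells (750 cells/well, RPMI, 5% FBS, 37 degrees C).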
GLP-1R inv ag = inverse agonists of human GLP-1 receptor. P43220. 410,000 tested, 1.6% active. Potency, µM (top dose mostly 38.3 µM), for the others: top-dose activity change, negative = inhibition, actives largely listed as inhibitors. HEK293 GLP-1R CRE-luciferase, luminescence, 24 h; GLP-1R form is constitutively active; also: % is scaled to controls: 0 for no effect and ±100 for the full control effect; nearly all actives have a fitted effect of over 55% in size
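Inverse agonism was detected as reduced cAMP-driven luciferase luminescence after 24 h compound treatment. The cells were HEK293 clones expressing constitutively active human GLP-1R with the reporter. Reporter-only and GPR119 cell lines served as counterscreen controls.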
KB-V1 cytotox = KB-V1 MDR subline cytotoxicity; KB-V1 MDR cells viability, CellTiter-Glo, 72 h; Potency, µM (highest dose often 46.1 µM), for the others: at the top dose activity change, negative = cytotoxicity, usual class: cytotoxic; 400,000 tested, 3.4% active; AID 1347076; also: % is scaled to controls: 0 for no effect and ±100 for the full control effect; nearly all actives have a fitted effect of over 60% in size
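KB-V1 cells (P-gp-expressing MDR subline of KB-3-1) in phenol-red-free DMEM with 10% FBS were exposed to library compounds over a concentration series for 72 h at 37 degrees C. Viability read by CellTiter-Glo luminescence; concentration-effect curves fitted after normalization.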
Starred values were filed as active, the others as inactive; ? = inconclusive; / = not tested or not shown; [ ] = dose if it differs, or a comment. Calls follow the shape of the dose curve; as a rule, active = well fitted curve in the direction sought with a large enough effect; inconclusive = small, poorly fitted or top-dose-only effect, or another doubt; inactive = no such curve, though single readings can be large; an effect the other way counts as inactive or inconclusive. Potency is read from the fitted curve at half-maximal effect. The order is random (roughly 9.4% active in at least one column).

SMILES	TDP43 rescue	GLP1R ag	HT1080 IDH1KD tx	GLP1R cytotox	SW480 rereplic	KB-3-1 cytotox	HT1080-NT tox	GLP-1R inv ag	KB-V1 cytotox
COc1cc(NC(=O)Cn2c([N+](=O)[O-])cnc2C)c(OC)cc1Cl	10%	-1%	10%	-3%	3%	5%	4%	18%	-5%
COc1ccc(CNC(=O)C2CCN(S(C)(=O)=O)CC2)cc1	-16%	-2%	5%	25%	-6%	-16%	-1%	6%	8%
C=CCOc1ccc(/C=C/C(=O)OCC(=O)NCC2CCCCC2)cc1	-4%	?	?	-3%	-2%	-1%	-28%	?	-4%
O=C1CC(N2CCN(c3ccccc3)CC2)C(=O)N1c1cccc(Cl)c1 (stereo not given)	?	-2%	2%	3%	-4%	1%	3%	17%	11%
COc1ccc(CNC(=O)CN(Cc2ccc(OC)cc2)C(=O)c2csnn2)cc1	5%	13%	0%	1%	23%	-19%	-2%	10%	0%
Cc1cc(NC(=O)CN2CCC(n3nnc4cc(C(F)(F)F)ccc43)CC2)no1	-9%	-1%	1%[9.24 µM]	12%	-3%	0%	2%	0%	-17%
CCN(CC(=O)NCc1cccs1)c1ccc(S(=O)(=O)N2CCN(C)CC2)cn1	-3%	0%	1%	3%	-5%	7%	-1%	-12%	-2%
O=C(Nc1ccccn1)C(=O)N1CCCCC1	-5%	-11%	3%	-3%	0%	1%	10%	18%	0%
Cc1ccc(Nc2ccc(C(=O)O)cc2[N+](=O)[O-])cc1	2.8µM*	1%	3%	-4%	-1%	-5%	-1%	15%	22%
CS(=O)(=O)Nc1ccc(C(=O)Nc2ccc3ccccc3c2)cc1	4%	8%	-29%	2%	-41%[inhibitor]	-3%	?	?	?
O=C(Nc1ccc(Br)cc1C(=O)O)c1ccc2c(c1)C(=O)N(Cc1ccccc1)C2=O	1%	-1%	-10%	5%	0%	9%	-2%	15%	4%
Cc1ccc(C)c(NC(=O)C2(C)CCN2C(=O)C(C)C)c1 (stereo not given)	18%	7%	6%	2%	/	0%	4%	-1%	5%
COc1cc(OC)c(C(=O)NCc2nc(-c3ccccc3)no2)cc1OC	-2%	/	/	-8%	/	-5%	/	0%	?
O=C(OCc1ccccc1)N1CCCC2CC1c1ccccc12 (stereo not given)	?	-1%	-1%	18%	/	4%	-2%	?	8%
O=C(CCN1C(=O)/C(=C/c2ccccc2Cl)SC1=S)NCCCN1CCOCC1	4%	-2%	-9%	0%	?	15µM*	3%	22%	-9%
Cc1ccc(S(=O)(=O)N2[C@@H](Cc3ccccc3)CO[C@H]2CC(=O)OCc2ccccc2)cc1	2%	/	-15%	16%	/	-2%	-7%	?	?
Cc1ccc(NC(=S)N(CCC(C)C)C(C)c2ccncc2)c(Cl)c1 (stereo not given)	3%	13%	-3%	-8%	1%	-2%	-9%	10µM*	1%
CC(=O)Nc1ccc(S(=O)(=O)N2CCN(C)CC2)cc1	-1%	9%	1%	-6%	0%	8%	-8%	0%	-6%
COCCCN(C(=O)c1cc(C)oc1C)c1c(N)n(CC(C)C)c(=O)[nH]c1=O	-6%	-2%	-1%	-7%	-19%	-6%	-2%	4%	4%
Cn1c(=O)n(C)c2cc(NS(=O)(=O)c3ccc(Cl)cc3)c(NCc3ccccc3)cc21	-5%	/	/	-12%	/	?	/	21%	-15%
COc1cc(NC(=O)c2ccc(COCC(F)(F)F)cc2)cc(OC)c1OC	11%	0%	-15%	22%	-6%	6%	-2%	-19%	?
O=C(Nc1ccccc1C(=O)N1CCCC1)c1ccc(Cl)c([N+](=O)[O-])c1	-13%	2%	-5%	-19%	0%	-6%	-15%	-16%	-16%
CC1CC1c1ccc(/C=C(\C#N)C(=O)Nc2cccc(Cl)c2Cl)o1 (stereo not given)	18%	-3%	2%	-4%	/	24%	2%	1%	-15%
CCCCOc1c(C(=O)Nc2ccccc2)nnn1-c1ccccc1	-15%	10%	-5%	9%	5%	-2%	-8%	?	-10%
O=C(NCc1ccc(Cl)c(Cl)c1)C1CCCC1	-90%[inhibitor]	10%	2%	27%	0%	0%	8%	?	-3%
Cc1ccc(C)c(-n2cc(CNCCCn3cccn3)c(-c3ccccc3)n2)c1	-10%	0%	?	1%	16µM*	-2%	21µM*	11µM*	-14%
COc1ccc(-c2cc3ccccc3oc2=O)cc1NC(=O)c1ccc([N+](=O)[O-])o1	1%	4%	?	-27%	9.2µM*	?	-11%	29%	?
CCN1CCC(N(Cc2ccc(F)cc2)C(=O)Nc2cccc(C(F)(F)F)c2)CC1	12%	/	/	-28%	/	-5%	/	?	-14%
CC1CCN(c2nc3ccccc3n2CC(=O)c2ccccc2)CC1	8%	1%	-11%	3%	-4%	7%	1%	?	-18%
COCc1nn2c(N)c(-c3ccccc3)cnc2c1-c1ccccc1	9%	23%	15%	-12%	4%	5%	3%	?	?

A run of entries from the list above, as a working copy:
SMILES	TDP43 rescue	GLP1R ag	HT1080 IDH1KD tx	GLP1R cytotox	SW480 rereplic	KB-3-1 cytotox	HT1080-NT tox	GLP-1R inv ag	KB-V1 cytotox
COc1cc(NC(=O)c2ccc(COCC(F)(F)F)cc2)cc(OC)c1OC	11%	0%	-15%	22%	-6%	6%	-2%	-19%	?
O=C(Nc1ccccc1C(=O)N1CCCC1)c1ccc(Cl)c([N+](=O)[O-])c1	-13%	2%	-5%	-19%	0%	-6%	-15%	-16%	-16%
CC1CC1c1ccc(/C=C(\C#N)C(=O)Nc2cccc(Cl)c2Cl)o1 (stereo not given)	18%	-3%	2%	-4%	/	24%	2%	1%	-15%

More records follow:
SMILES	TDP43 rescue	GLP1R ag	HT1080 IDH1KD tx	GLP1R cytotox	SW480 rereplic	KB-3-1 cytotox	HT1080-NT tox	GLP-1R inv ag	KB-V1 cytotox
CCCN1CNC(=S)N(c2ccc(C)cc2C)C1	19%	4%	10%	?	8%	-6%	2%	-10%	0%
COc1ccc2ccccc2c1/C=N/N1C(=O)CSC1=S	3%	5%	27%	2%	-4%	20%	10%	1%	6%
COc1cc(NC(=O)N2CCSc3ccccc32)cc(OC)c1OC	-1%	/	/	4%	/	-3%	/	10%	1%
Cc1nc(NC(C)C)c2cnn(CCc3ccccc3)c2n1	4%	29%	8%	9%	4%	8%	27%	44%[activator]	?
Cc1ccc(S(=O)(=O)N2CCC(C(=O)OCC(=O)N3C(C)CCCC3C)CC2)cc1C (stereo not given)	17%	-3%	8%	8%	/	-1%	11%	?	17%
COc1ccccc1CN1CC(C(=O)NC2(c3ccccc3)CC2)CCC1=O (stereo not given)	12%	-2%	10%	1%	-4%	/	-2%	3%	/
CC(=O)C1=C(C)NC(SCC(N)=O)=C(C#N)C1CC(C)C (stereo not given)	-7%[9.22 µM]	0%	1%	11%	-3%	-4%	-16%	22%	-6%
CC(C)(C)NC(=O)c1ccc2c(c1)N(CC(=O)N1CCN(c3ccc(F)cc3)CC1)C(=O)C(C)(C)O2	-11%	0%	4%	-20%	-7%	16%	9%	-14%	3.7µM*
Cc1ccc(Cl)cc1NC(=O)CN1CCN(C(=O)C2CCCO2)CC1 (stereo not given)	7%	-3%	2%	9%	1%	12%	4%	5%	-20%
O=C(COC(=O)c1ccc2c(c1)OCO2)Nc1nc(-c2ccccc2)cs1	0%	9%	19%	-13%	1%	7%	18%	8%	30%

Three entries from above, arranged by number of heavy atoms, low to high:
SMILES	TDP43 rescue	GLP1R ag	HT1080 IDH1KD tx	GLP1R cytotox	SW480 rereplic	KB-3-1 cytotox	HT1080-NT tox	GLP-1R inv ag	KB-V1 cytotox
O=C(NCc1ccc(Cl)c(Cl)c1)C1CCCC1	-90%[inhibitor]	10%	2%	27%	0%	0%	8%	?	-3%
O=C(COC(=O)c1ccc2c(c1)OCO2)Nc1nc(-c2ccccc2)cs1	0%	9%	19%	-13%	1%	7%	18%	8%	30%
COCCCN(C(=O)c1cc(C)oc1C)c1c(N)n(CC(C)C)c(=O)[nH]c1=O	-6%	-2%	-1%	-7%	-19%	-6%	-2%	4%	4%

3 of the entries above in order of the SW480 rereplic value, descending:
Molecule	GLP1R ag	SW480 rereplic
Cc1nc(NC(C)C)c2cnn(CCc3ccccc3)c2n1	29%	4%
COc1ccc2ccccc2c1/C=N/N1C(=O)CSC1=S	5%	-4%
CC(C)(C)NC(=O)c1ccc2c(c1)N(CC(=O)N1CCN(c3ccc(F)cc3)CC1)C(=O)C(C)(C)O2	0%	-7%

Next part:
SMILES	TDP43 rescue	GLP1R ag	HT1080 IDH1KD tx	GLP1R cytotox	SW480 rereplic	KB-3-1 cytotox	HT1080-NT tox	GLP-1R inv ag	KB-V1 cytotox
CCC(=O)Nc1ccc2oc(-c3cccc(C)c3)nc2c1	3%	-9%	?	4%	6%	0%	-6%	?	?
OCC1(CCOc2ccccc2)CCN(Cc2ccc3c(c2)OCCO3)CC1	12%	-5%	4%	2%	-4%	1%	-2%	-3%	15%
Cc1cnc(NS(=O)(=O)c2ccc(Cl)cc2)c(Br)c1	?	-1%	-12%	-8%	-130%[inhibitor]	7%	-14%	-13%	-9%
CCS(=O)(=O)NCCc1cc2c(OC)ccc(OC)c2[nH]c1=O	-26%	4%	5%	1%	-5%	-7%	13%	24%	3%

From PubChem
